ssDAF12 agonist – activators of S. stercoralis DAF-12 nuclear receptor; HEK293 ssDAF-12/GRIP1 lit1-tk-luc reporter, luminescence; % of 3 µM dafachronic acid response; activation, % at 6.8 µM; 1% of 370,000 active; AID 652126;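 active = activation above the mean over all tested compounds plus 3 SD, cut at about 0.9% in these data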;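 also: 0% = DMSO-only wells and 100% = 3 µM delta7-dafachronic acid wells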
ADAM10 inh – inhibits human ADAM10. 0.62% of 370,000 active. recombinant ADAM10, EDANS/DABCYL FRET peptide cleavage, 3 h. inhibition, % at 7 µM. AID 720582;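 active = inhibition above a per-campaign cutoff equal to the mean of compounds falling between control-based bounds plus 3 SD, cut at about 20% in these data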;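 also: 0% = DMSO wells while the 100% control is not disclosed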
Target sequence (O14672 214-748 limits assumed): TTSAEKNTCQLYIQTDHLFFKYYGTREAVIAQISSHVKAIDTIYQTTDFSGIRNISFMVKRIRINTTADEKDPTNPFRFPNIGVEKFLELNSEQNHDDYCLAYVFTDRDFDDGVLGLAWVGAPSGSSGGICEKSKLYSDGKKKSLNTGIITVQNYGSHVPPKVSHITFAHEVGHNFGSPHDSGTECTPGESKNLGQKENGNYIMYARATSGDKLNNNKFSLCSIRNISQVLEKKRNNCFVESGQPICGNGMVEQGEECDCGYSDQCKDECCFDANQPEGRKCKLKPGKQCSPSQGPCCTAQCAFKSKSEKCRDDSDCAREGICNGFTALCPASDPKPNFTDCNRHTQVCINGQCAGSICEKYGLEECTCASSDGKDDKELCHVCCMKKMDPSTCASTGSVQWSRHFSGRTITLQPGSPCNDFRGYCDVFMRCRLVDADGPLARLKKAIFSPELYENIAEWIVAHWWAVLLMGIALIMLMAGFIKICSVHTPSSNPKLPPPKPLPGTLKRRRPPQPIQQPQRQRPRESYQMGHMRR
hgDAF12 agonist – hgDAF-12 agonism, primary luciferase screen; 1.8% of 370,000 active; activation, % at 6.8 µM; AID 687014; HEK293 GAL4-hgDAF12 UAS-luciferase reporter, agonist luminescence; normalized to butyrate control;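 active = activation above a cutoff set at the mean of all screened compounds plus 3 SD, cut at about 10% in these data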;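 also: 0% = DMSO wells and 100% = sodium butyrate wells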
FXN GAA850 act – increases GAA850 frataxin promoter reporter activity; activation, % at 6 µM; 0.56% of 360,000 active; AID 540364; HEK293 lucGAA850 FXN promoter luciferase reporter, 24 h; percent of 10 µM SAHA response;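 active = activation above the average of all compounds screened plus 3 SD, cutoff fixed separately per campaign, cut at about 7.5% in these data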;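 also: 0% = DMSO wells and 100% = 10 µM SAHA wells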
HGIII-sPLA2 inh – Inhibits HGIII-sPLA2 liposome hydrolysis, primary screen; QFRET BODIPY PC-A2 liposome hydrolysis, fluorescence; AID 743126; inhibition, % at 12.2 µM; Q9NZ20; 0.56% of 370,000 active;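 active = inhibition above mean plus 3 SD of compounds lying within the high and low control bounds, cut at about 19% in these data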;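 also: 0% = median of test compound wells and 100% = no enzyme DMSO wells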
Target sequence (Q9NZ20 whole entry, looked up): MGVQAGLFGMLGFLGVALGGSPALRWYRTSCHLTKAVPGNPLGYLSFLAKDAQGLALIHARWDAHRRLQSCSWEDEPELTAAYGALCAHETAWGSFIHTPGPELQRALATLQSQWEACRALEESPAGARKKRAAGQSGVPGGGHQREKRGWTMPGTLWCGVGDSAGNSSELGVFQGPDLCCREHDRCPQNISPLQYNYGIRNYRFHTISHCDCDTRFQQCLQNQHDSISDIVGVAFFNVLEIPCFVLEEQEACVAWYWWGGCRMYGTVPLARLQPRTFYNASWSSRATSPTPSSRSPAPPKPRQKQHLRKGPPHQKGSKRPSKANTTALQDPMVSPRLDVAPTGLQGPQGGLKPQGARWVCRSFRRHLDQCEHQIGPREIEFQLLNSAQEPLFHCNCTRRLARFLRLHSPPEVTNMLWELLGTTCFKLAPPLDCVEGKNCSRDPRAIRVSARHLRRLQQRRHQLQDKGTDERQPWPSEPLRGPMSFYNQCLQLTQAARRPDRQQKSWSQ
DAX1 inh-1 – DAX1 (NR0B1) inhibition, primary screen; HEK293T StAR-luciferase reporter, SF-1/DAX-1 repression relief; inhibition, % at 6.8 µM; 1.1% of 370,000 active; AID 652010;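 active = inhibition above the mean over all tested compounds plus 3 SD, cut at about 3.6% in these data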;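 also: 0% = DAX-1 cells with DMSO and 100% = cells lacking DAX-1 with DMSO; higher inhibition means more luminescence from relief of DAX-1 repression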
DAX1 inh-2 – inhibitors of human orphan nuclear receptor DAX1 (NR0B1) | P51843 | HEK293 Gal4-DAX1 luciferase reporter, luminescence | inhibition, % at 6.75 µM | 0.99% of 340,000 active | AID 504766;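 active = inhibition above the mean over all tested compounds plus 3 SD, cut at about 4.2% in these data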;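 also: 0% = DAX1-transfected cells with DMSO and 100% = empty-vector control cells with DMSO; inhibition shows as a rise in luminescence from relieved DAX1 repression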
SMARCA2 activ – activators of SMARCA2 function; MG213 cells, MMTV-luciferase reporter, dexamethasone, overnight; activation, % at 9.1 µM; 1% of 370,000 active; AID 652017; in the data active = activation above about 7.8%;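 also: 0% = vehicle wells and 100% = reference activator wells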
GC-A act – GC-A (human) enzyme activation; HEK293 GC-A cells, cGMP TR-FRET, EC30 ANP; 0% at EC30 ANP, 100% saturating ANP; P16066; 0.14% of 370,000 active; AID 1671463; activation, % at 10 µM; in the data active = activation above about 40%
GC-B act – GC-B (human) receptor activation. P20594. HEK293-GC-B cells, CNP EC30, cGMP TR-FRET; 0% at EC30 CNP, 100% saturating CNP. activation, % at 10 µM. 0.11% of 370,000 active. AID 1920062;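 active = activation at 10 µM reaching about 35% in either raw or pattern-adjusted values, limit read from the data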
hcDAF-12 act – activators of H. contortus DAF-12 nuclear receptor; 1.4% of 370,000 active; activation, % at 6.8 µM; HEK293 hcDAF-12 lit1-tk-luc reporter, luminescence; 0% DMSO, 100% Δ7-dafachronic acid;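 active = activation above the mean of all tested compounds plus 3 SD, cut at about 5.5% in these data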;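 also: 100% = response to 3 µM Δ7-dafachronic acid high control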
An asterisk follows results filed as active; / = no result given.

no.	Structure	hcDAF-12 act	ssDAF12 agonist	GC-A act	DAX1 inh-1	DAX1 inh-2	hgDAF12 agonist	ADAM10 inh	GC-B act	HGIII-sPLA2 inh	SMARCA2 activ	FXN GAA850 act
1	Cc1ccc(C(=O)CSc2nc(C)cc(SCc3nnc(-c4ccccc4)o3)n2)cc1	-1.0	-0.9	-4.4	0.0	-1.1	0.8	0.1	-2.4	1.1	-0.9	1.0
2	COc1cc(C)c(C(=O)Oc2cc(C)c(C(=O)O)c(O)c2C)c(OC)c1C	0.2	-0.8	3.3	-1.9	4.3*	2.9	3.8	-2.1	-35.7	4.4	-1.3
3	COc1ccc2[nH]c(=O)c(C3c4cc(OC)c(OC)cc4CCN3C(=O)c3ccco3)cc2c1 (centres undefined)	-2.3	-0.6	-11.8	0.0	0.3	-0.2	-120.1	-1.9	0.6	-0.5	2.2
4	CC(C)(C#N)N([O-])C=C[N+](=O)C(C)(C)C#N	-0.8	-1.4	-1.7	-0.3	-0.6	0.3	-8.7	-2.8	7.5	1.8	-2.2
5	O=C(NC(=S)Nc1ccc(Cl)cn1)c1cc([N+](=O)[O-])ccc1N1CCOCC1	0.0	-0.8	3.7	0.1	0.8	1.0	-4.4	7.2	6.8	-2.0	1.3
6	O=C(O)c1ccc(COc2ccccc2C=C2C(=O)c3ccccc3C2=O)cc1	1.6	-0.5	12.3	0.2	0.4	4.4	-21.9	1.9	-11.0	0.0	0.3
7	CCC1CCCCN1C(=O)COC(=O)c1cc(Br)ccc1Cl (centres undefined)	-0.4	-1.4	-4.8	0.8	-1.1	2.5	-1.3	-0.3	-7.8	-0.2	0.3
8	COC(=O)C[C@H]1C[C@H]2c3cc(NC(=O)CC4CC4)ccc3O[C@H]2[C@H](CO)O1	-1.8	-1.8	1.7	-0.2	0.8	-1.3	-23.7	0.8	16.1	-4.0	-0.7
9	O=C(OCC(=O)N1CCN(C(=O)c2ccco2)CC1)c1ccc(Cl)cc1	0.4	-0.5	1.4	-0.6	1.9	2.7	-11.0	0.6	8.2	-1.5	1.9
10	Cc1ccc(NC(=S)NC(NC(=O)C(C)(C)C)C(Cl)(Cl)Cl)c(C)c1 (centres undefined)	-2.4	-0.4	-0.7	-0.6	-0.6	0.9	3.4	11.9	-6.1	0.6	-5.6
11	COC(=O)c1c(NC(=O)CN2CCC(C)CC2)c2c(C)cccc2n1C	0.3	-0.8	-2.5	0.1	/	0.6	-4.6	7.9	3.1	-1.9	/
12	O=C1c2ccsc2SCCN1Cc1ccccc1	-0.6	-1.4	3.1	-1.1	-0.8	-0.3	0.6	3.1	-1.3	3.6	0.7
13	O=C(c1ccc(=O)[nH]c1)N1CCCc2ccccc21	3.0	-0.3	-2.3	0.1	0.8	-0.9	3.1	-0.6	4.6	2.1	0.5
14	Cc1cc(C)c2nc(N3CCCC(C(=O)NC4CCCC4)C3)sc2c1 (centres undefined)	-1.6	-1.1	7.9	-0.1	-0.3	-0.1	1.7	-2.5	3.4	-2.9	1.5
15	O=C(NC1=NCCS1)c1ccc(F)c(S(=O)(=O)N2CCOCC2)c1	1.0	-1.4	1.5	0.6	-0.2	-1.4	-5.2	1.2	-2.0	2.6	-0.2
16	Nc1cccc(S(=O)(=O)NC2=NCCC2)c1	-0.6	-1.1	-0.2	-0.6	-0.2	-0.1	6.8	0.2	2.3	-2.1	0.1
17	O=C(CN1C2CCCC1CC(NC(=O)c1ccccc1)C2)Nc1ccccc1C(F)(F)F (centres undefined)	-3.6	-1.8	3.9	-0.1	-2.2	-1.9	1.9	3.0	6.1	-1.6	-1.9
18	Cn1nnnc1SCCNCc1ccccc1OCc1ccccc1	-2.7	-0.6	-9.6	0.0	-0.9	-1.5	5.1	-5.2	-3.6	-0.1	-1.2
19	CCc1ccc(NC(=O)CNS(=O)(=O)c2c(C)noc2C)cc1	-0.7	-1.5	3.1	-0.2	0.0	-1.1	-2.8	-5.8	-6.5	-0.6	0.0
20	C[C@H]1COC(=O)[C@@H](NC(=O)OCC2c3ccccc3-c3ccccc32)C/C=C\C[C@H](CC(=O)NCCO)C(=O)N1	-0.9	-1.2	1.3	0.1	0.3	0.4	1.7	-0.8	6.3	-0.3	2.0
21	CN1/C(=C\C(=O)COC(=O)CN2C(=O)C3CC=CCC3C2=O)C(C)(C)c2ccccc21 (centres undefined)	-2.6	-0.8	0.3	-0.8	0.4	0.2	-250.5	3.1	2.3	-4.1	1.1
22	O=C(Cc1cccs1)N/N=C/C=C/c1ccccc1[N+](=O)[O-]	0.2	-0.9	-4.2	0.4	/	4.4	3.2	-1.1	-10.4	3.3	1.6
23	COC(CN(C)C(=O)c1ccc2c(c1)NC(=O)c1ccccc1S2)OC	-0.3	-1.3	0.7	0.2	0.2	-3.2	2.5	-2.9	-1.9	3.5	-0.8
24	COC(=O)C1C=CC(OC2OC(COC(C)=O)C(OC(C)=O)C(OC(C)=O)C2OC(C)=O)n2c(=O)n(-c3ccccc3)c(=O)n21 (centres undefined)	-1.5	-1.5	0.5	-1.0	0.6	-1.6	-15.9	-2.0	3.0	5.0	-8.9
25	CCOc1ccc(NC(=O)c2ccccc2NS(C)(=O)=O)cc1	-0.2	-1.2	1.3	0.0	1.2	4.8	2.5	5.1	-5.1	2.4	2.3

Later entries:
no.	Structure	hcDAF-12 act	ssDAF12 agonist	GC-A act	DAX1 inh-1	DAX1 inh-2	hgDAF12 agonist	ADAM10 inh	GC-B act	HGIII-sPLA2 inh	SMARCA2 activ	FXN GAA850 act
26	CC1=CCC2C(=O)N(C(C)c3ccccc3)C(=O)C2C1 (centres undefined)	-1.1	0.4	-0.5	0.3	-0.1	-1.9	2.8	0.0	-2.8	0.1	0.6
27	CCOC(=O)CC(NC(=O)CCc1c(C)nc2nc(C)nn2c1C)c1ccc(OC(C)C)cc1 (centres undefined)	0.2	-0.8	-4.2	-0.3	-0.6	-2.4	2.7	3.1	5.2	2.3	3.1
28	O=C(NCc1ccc(F)cc1)c1ccc(NC(=O)C2CCCO2)cc1 (centres undefined)	-0.7	-1.3	3.8	-0.3	1.6	0.3	3.0	2.3	3.7	1.1	2.2
29	Cc1ccc(S(=O)(=O)N(C(=N)N)c2nc(N(C)C)nc(N(C)C)n2)cc1	3.1	-0.8	-0.6	0.0	0.1	-0.5	4.8	3.8	-0.1	0.3	1.3
30	O=C(Cc1ccccc1)N1CCCC(c2nc(-c3ccc(S(=O)(=O)N4CCCC4)cc3)no2)C1 (centres undefined)	-0.9	-1.3	0.7	-0.3	-1.4	1.2	1.1	-4.5	0.1	-0.8	-2.9
31	COc1ccc(-c2[nH]ncc2CNC(C)c2cn(C)nc2C)c(F)c1 (centres undefined)	-0.5	-1.6	-4.2	-0.2	0.1	0.1	-0.8	-6.5	0.9	-0.5	-0.3
32	O=C(COc1ccc([N+](=O)[O-])cc1)Nc1cccc2nsnc12	0.2	-1.1	-3.1	-0.7	0.0	-2.7	-10.9	0.4	3.1	-2.9	0.4
33	CCN(CC(=O)NC1CCS(=O)(=O)C1)c1ccc(S(C)(=O)=O)cc1[N+](=O)[O-] (centres undefined)	0.8	-0.7	4.2	0.0	0.1	1.6	2.3	4.4	-6.3	2.5	1.7
34	O=C(CCCSc1nc2ccccc2[nH]1)N1CCN(c2ccc([N+](=O)[O-])cc2)CC1	-0.3	-1.3	-8.0	0.2	0.3	3.2	-11.7	-8.1	11.0	1.2	-0.3
35	CCOC(=O)N1CCN(c2c(NCc3ccccc3Cl)c(=O)c2=O)CC1	-3.1	-1.0	-0.5	-0.3	1.3	0.2	1.3	3.8	-2.4	6.9	-1.6
36	Cc1ccc(NC(=O)CNC(=O)c2ccco2)cc1	0.6	-0.2	6.1	1.0	-0.3	5.4	-1.8	7.5	1.5	3.0	4.7
37	Cc1ccc(NC(=O)NC(=O)COc2ccccc2C(N)=O)c(C)c1	2.2	-1.2	-0.8	0.7	0.1	1.1	-4.7	-3.5	4.4	1.0	-0.8
38	CC(C)CCNC(=O)C1CC(c2cccc([N+](=O)[O-])c2)=NO1 (centres undefined)	-1.4	-0.9	0.8	0.1	0.4	-1.1	0.1	1.2	0.3	-0.6	0.1
39	COc1ccc(C2CC(c3ccc(OC)cc3O)=NN2C(=O)c2ccccc2)cc1 (centres undefined)	-0.7	-0.2	10.2	0.1	0.4	2.7	-3.3	5.1	6.9	-2.9	0.7
40	CCOC(=O)c1nn(-c2ccc(F)cc2)c2nc(Nc3ccccc3)cc(=O)n12	-1.0	-0.3	2.1	0.9	0.2	0.0	1.4	-4.0	-7.5	-2.8	2.5
41	CCOC(=O)C1=C(N)Oc2cc(O)ccc2C1c1ccccc1 (centres undefined)	-1.4	-1.2	30.0	0.3	0.5	1.1	-1.8	-4.1	-6.5	-1.7	1.4
42	Cn1cc(C(=O)NCCO)c(=O)c2ccccc21	0.2	-1.2	-0.2	-0.7	-0.2	-0.8	-11.4	-2.6	6.6	-2.4	-0.5
43	CNC(=O)c1c(NC(=O)c2cccc(C)c2)sc2c1CCC2	0.9	-1.5	-2.5	-0.1	-1.1	2.7	-18.7	-9.2	-9.6	2.6	3.3
44	Cc1ccc(CNS(=O)(=O)c2ccc3c(c2)n(C)c(=O)n3C)cc1	-1.8	-1.2	4.5	-0.6	-1.1	-1.9	1.3	2.2	0.3	-4.7	-0.8
45	CCSc1cnc(-c2ccccc2)n1CC	0.1	-1.8	1.1	-0.3	1.9	0.7	1.8	0.8	0.0	-0.1	0.6
46	C[C@H](CO)N1C[C@H](C)[C@@H](CN(C)S(C)(=O)=O)Oc2ccc(N(C)C)cc2C1=O	0.7	-1.3	-0.7	-0.2	-0.4	1.4	-32.7	5.8	4.4	1.7	-0.5
47	COc1cc(C(=O)NCCCCCCNC(=O)c2cc(OC)c(OC)c(OC)c2)cc(OC)c1OC	-0.7	-1.8	0.5	-0.2	2.0	0.3	-9.6	0.1	5.9	-0.7	1.3
48	CN(C(=O)COC(=O)c1ccc(C#N)cc1)c1ccccc1	-2.0	-0.5	-0.3	-0.1	-0.8	-0.5	5.4	1.1	-2.2	3.9	-0.9
